D2 antagonist: D2 dopamine receptor (human) antagonism | AID 485344 | P14416 | actives 2% (n = 340,000) | HEK293 TREx D2 cells, calcium flux, dopamine EC80 | inhibition, % at 10 µM; in the data active = inhibition above about 30%; note: 0% is about no effect
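In this primary screen, negative modulation is detected by tracking calcium flux after an EC80 dopamine challenge in inducible HEK293 T-REx D2 cells preexposed to test compound for 180 s.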
Vif-A3G inh: blocks the Vif interaction with human APOBEC3G; AID 602310; actives 0.076% (n = 410,000); Q9HC16; Potency, µM (titrated, usually from 46.1 µM), for inactives: at the top dose activity, negative = active, usual class: inhibitors; HeLa A3G-eYFP + Vif (tagged APOBEC3G with the HIV-1 protein that degrades it), YFP fluorescence, overnight;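 note: potency is the fitted concentration of half-maximal effect; % is set by controls: 0 for no effect and ±100 for the full control effect; nearly all actives have a fitted effect of over 60% in size; hits raise eYFP signal because A3G escapes Vif-driven loss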
Target sequence (Q9HC16 whole entry, looked up): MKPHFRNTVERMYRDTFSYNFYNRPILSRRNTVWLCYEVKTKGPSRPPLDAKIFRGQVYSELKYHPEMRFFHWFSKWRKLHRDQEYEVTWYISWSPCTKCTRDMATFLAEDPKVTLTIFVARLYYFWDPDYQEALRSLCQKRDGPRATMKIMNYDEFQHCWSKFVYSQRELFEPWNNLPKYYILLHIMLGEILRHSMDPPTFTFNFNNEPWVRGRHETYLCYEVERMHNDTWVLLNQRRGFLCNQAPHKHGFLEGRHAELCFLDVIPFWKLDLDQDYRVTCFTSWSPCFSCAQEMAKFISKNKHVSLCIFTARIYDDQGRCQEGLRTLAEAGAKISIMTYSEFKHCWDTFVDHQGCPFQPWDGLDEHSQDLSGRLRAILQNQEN
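HeLa cells stably expressing Vif and C-terminally eYFP-tagged A3G, seeded overnight at 37 deg C, then exposed to compound by pintool overnight at 37 deg C. Rise in yellow fluorescence (Ex 488/Em 500-530, Acumen) marks blocked Vif-driven A3G degradation.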
Glioma ERSR ind: induces the endoplasmic reticulum stress response in human glioma cells; U87-MG GRP78 promoter luciferase reporter, 16 h; actives 0.02% (n = 420,000); Potency, µM, for inactives: at the highest dose activation, most hits filed as activators; AID 602332; note: potency is the fitted concentration of half-maximal effect; series mostly up to about 76 µM; % of control where 0% means no effect; nearly all actives have a fitted effect of over 35% in size
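Stably transfected U87-MG human glioma cells carrying a GRP78-based luminescent sensor were seeded at 1000 cells/well, pin-dosed with compounds and incubated 16 h. Luciferase reagent was then added, and end-point luminescence was read after 10 min at room temperature.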
ALOX12 inh: blocks human arachidonate 12S-lipoxygenase; P18054; actives 1.1% (n = 580,000); Potency, µM (titrated, usually from 108 µM), without a hit: at the highest dose activity change, negative = inhibition, most hits filed as inhibitors; purified 12hLO, xylenol orange hydroperoxide absorbance; note: potency is the fitted concentration of half-maximal effect; % is set by controls: 0 for no effect and ±100 for the full control effect
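Purified human 12hLO (150 nM final) in 25 mM Hepes, 0.01% Triton X-100, pH 7.0 was preincubated 15 min at room temperature with compound. Then 40 uM arachidonic acid was added, 30 min. Hydroperoxide was read by Fe-XO absorbance ratio 573/405 nm.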
LDHA block: blocks human lactate dehydrogenase A; actives 0.15% (n = 480,000); activity change, % (values are at about 110 or 230 µM); purified LDHA, NADH/diaphorase-resazurin fluorescence; active compounds read low; P00338; in the data active = activity change below about -30%; inconclusive = mostly about -25% to -30%;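 note: plate controls were DMSO wells for no effect and wells without enzyme for full effect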
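Enzyme activity of human lactate dehydrogenase 5 (2 nM; 0.06 mM NADH, 0.2 mM pyruvate, 5 min, RT) is measured via a resazurin/diaphorase fluorescence readout of residual NADH.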
D2 ag: activates the human D2 dopamine receptor; actives 0.53% (n = 340,000); HEK293 T-REx D2 cells, calcium flux agonist mode; activation, % at 2 µM;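 active = activation over 3 SD above normal in the single-dose calcium agonist read, cut at about 30% in these data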; note: 0% is about no effect
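Tetracycline-induced HEK293 T-REx cells with force-coupled D2 receptor, plated overnight at 30 C, loaded with no-wash calcium dye. After a 10 s baseline, compound was pin-added and calcium flux read kinetically for 180 s; calcium rises flagged agonists.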
ERG-DNA inh: ERG Ets/DNA interaction inhibition. fluorescence polarization, His-ERG Ets domain / labelled DNA. Potency, µM (doses to about 76.9 µM), without a hit: at the top dose FP activity, negative = inhibition, actives largely listed as inhibitors. actives 0.028% (n = 370,000). P11308; active = well fitted inhibition curve with a large enough effect in the polarisation, with a control signal flat; inconclusive = small, poorly fitted or top-dose-only effect, or effect the other way, or a change in a side signal; inactive = no such curve, though single readings can be large or run the other way; the % refers to the polarisation;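 note: polarization taken with two DNA probes labelled with fluorescein and Texas red; potency is the fitted concentration of half-maximal effect; % of control where 0% means no effect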
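His-tagged ERG Ets domain (1 uM in the protein solution; 300mM KCl, 50mM Tris-HCl, 1mM EDTA, 1mM DTT, pH 7.5) received compound, then a probe mix of 5 nM fluorescein-DNA and 100nM Texas-615-DNA. Fluorescence polarization was read for both dyes.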
RGS4 inh: inhibitors of human regulator of G protein signaling 4; P49798; actives 0.039% (n = 390,000); Potency, µM (doses to about 114 µM), for inactives: at the highest dose activity change, negative = inhibition, actives largely listed as inhibitors; Transcreener GDP fluorescence polarization, RGS4-accelerated GTP hydrolysis; note: potency is the fitted concentration of half-maximal effect; % is set by controls: 0 for no effect and ±100 for the full control effect; nearly all actives have a fitted effect of over 75% in size; some results filed as inactive show a strong effect at the top dose
Target sequence (P49798 whole entry, looked up): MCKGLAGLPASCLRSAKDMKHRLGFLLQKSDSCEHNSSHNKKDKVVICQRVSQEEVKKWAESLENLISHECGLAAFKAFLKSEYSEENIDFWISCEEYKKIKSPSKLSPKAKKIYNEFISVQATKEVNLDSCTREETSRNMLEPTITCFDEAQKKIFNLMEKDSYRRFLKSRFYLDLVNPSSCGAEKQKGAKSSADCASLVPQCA
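MLSMR compounds (23 nl, pin-transferred) preincubated 10 min at room temperature with a 500nM (2x) first reagent, then RGS4 at 900nM (2x) plus Transcreener GDP mix added; fluorescence polarization (620/688 nm) read before and after 90 min at 30 °C.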
Vif-APOBEC3F blk: blocks the Vif interaction with APOBEC3F; actives 0.2% (n = 390,000); Potency, µM (top dose mostly 46.1 µM), inactives show top-dose activity, negative = active; HeLa A3F-eYFP + Vif (tagged APOBEC3F with the HIV-1 protein that degrades it), YFP fluorescence increase; note: potency is the fitted concentration of half-maximal effect; % of control where 0% means no effect; nearly all actives have a fitted effect of over 65% in size
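HeLa cells stably expressing A3F-eYFP plus Vif, plated and incubated overnight at 37 deg C, then exposed to compounds overnight at 37 deg C. Blocked degradation read as raised yellow fluorescence (Ex 488/Em 500-530).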
Starred values were filed as active, the others as inactive; ? = inconclusive; . = not tested or not shown; & = joins results of further samples; [ ] = remark or other dose. Unless noted, calls come from the whole dose curve; as a rule, active = well fitted curve in the direction sought with a large enough effect; inconclusive = small, poorly fitted or top-dose-only effect, or another doubt; inactive = no such curve, though single readings can be large; an effect the other way counts as inactive or inconclusive.

Sample of the layout, two compounds:
canonical_smiles	ALOX12 inh	D2 ag	D2 antagonist	RGS4 inh	ERG-DNA inh	LDHA block	Vif-A3G inh	Vif-APOBEC3F blk	Glioma ERSR ind
O=[N+]([O-])c1ccc(Cl)cc1	-10%	-0.1	-7	10%	0%	-8	1%	1%	-3%
Cc1ccc(S(=O)(=O)N2CCN(C(=O)COC(=O)Cc3ccccc3)CC2)c(C)c1	-17%	-0.6	24	-3%	12%	0	0%	?	-2%

This part in full, from the first entry:
canonical_smiles	ALOX12 inh	D2 ag	D2 antagonist	RGS4 inh	ERG-DNA inh	LDHA block	Vif-A3G inh	Vif-APOBEC3F blk	Glioma ERSR ind
O=[N+]([O-])c1ccc(Cl)cc1	-10%	-0.1	-7	10%	0%	-8	1%	1%	-3%
Cc1ccc(S(=O)(=O)N2CCN(C(=O)COC(=O)Cc3ccccc3)CC2)c(C)c1	-17%	-0.6	24	-3%	12%	0	0%	?	-2%
CCC1(CC)COP(=O)(OCC(Cl)CCl)OC1 (stereo not drawn)	-4%	.	.	-7%	-2%	-3	3%	-2%	-2%
COc1ccc(CCN(C)Cc2ccncc2)cc1OC	?	-0.1	15	-8%	1%	-20	0%	-5%	-2%
C=CCn1c(O)c(C(C)=NCCN2CCCCC2)c(=O)[nH]c1=O	12%	0.5	-35	-33%	-4%	-10	3%	-2%	1%
N=C1c2ccccc2CN1NC(=O)c1ccco1	11%	.	.	27%	2%	-3	0%	-3%	-4%
CCC1C2CC3C4N(C)c5ccccc5C45CC(C2C5O)N3[C@@H]1O (stereo partly drawn)	0%	0.7	16	-5%	-1%	-15	0%	15%	-3%
O=c1[nH]c2ccccc2n1C1CCN(C(c2cccc3ccccc23)c2nnnn2-c2ccc3c(c2)OCCO3)CC1 (stereo not drawn)	6%	.	.	.	.	-3	-9%	.	-2%
CCOP(=O)(OCC)C1(C(=O)O)CCCC1	?	.	.	-39%	8%	-3	1%	-11%	-4%
CN1CCN(C(=O)COc2ccc3ccccc3c2Br)CC1	2%	0.9	-24	-4%	2%	-3	1%	-3%	0%

Single values from the list:
Under RGS4 inh, CCOP(=O)(OCC)C1(C(=O)O)CCCC1 has the entry -39%
Under ERG-DNA inh, N=C1c2ccccc2CN1NC(=O)c1ccco1 has the entry 2%
Under RGS4 inh, COc1ccc(CCN(C)Cc2ccncc2)cc1OC has the entry -8%
Under LDHA block, CCC1(CC)COP(=O)(OCC(Cl)CCl)OC1 (stereo not drawn) has the entry -3
Under LDHA block, C=CCn1c(O)c(C(C)=NCCN2CCCCC2)c(=O)[nH]c1=O has the entry -10

(more compounds)
canonical_smiles	ALOX12 inh	D2 ag	D2 antagonist	RGS4 inh	ERG-DNA inh	LDHA block	Vif-A3G inh	Vif-APOBEC3F blk	Glioma ERSR ind
CCOc1ccc(N2C(=O)/C(=C/c3ccco3)C(=O)NC2=S)cc1	.	-0.6	15	-107%	16%	-37*	3%	1%	-6%
CC1(C)C2SCC(=O)N2CCN1CC(=O)NN (stereo not drawn)	17%	-1.6	-15	-18%	-21%[15.4 µM]	-3	4%	1%	-5%
CN(Cc1ccccc1)C1CCCN(C(=O)COc2ccccc2Cl)C1 (stereo not drawn)	-1%	0.3	-1	-4%	0%	1	-1%	-3%	-4%
C[C@]12CCC(=O)C[C@@H]1CC[C@@H]1[C@@H]2CC[C@]2(C)[C@@H](O)CC[C@@H]12	-15%	.	.	14%	?	-4	-2%	0%	-3%&-4%
O=C(c1cc(-c2ccc(Cl)cc2)n[nH]1)N1CCN(S(=O)(=O)c2ccc(Br)s2)CC1	-23%	-0.5	.	-9%	-19%	-12	-3%	?	-3%
COc1ccc(NC(=O)N2C[C@@H]3C[C@@H](C2)c2cccc(=O)n2C3)c(OC)c1	13%	-0.2	-14	-8%	-11%	3	1%	-1%	1%
Cc1ccc2c(c1)CC1(CN2C)C(=O)NC(=O)N(C(C)C)C1=O (stereo not drawn)	39%[activator]	0.2	1	-1%[11.4 µM]	3%	14	-3%	-8%	-3%
CN=C1CN(O)C(c2ccccc2)=c2cc(Cl)ccc2=N1	25%	.	.	-10%	-5%	-3	0%	-2%	0%
O=C(c1ccc2c(c1)N(Cc1ccc(F)cc1)C(=O)c1ccccc1S2)N1CCC2(CC1)OCCO2	?	-0.8	.	5%	-5%	1	-3%	0%	-5%
CCCCOC(=O)C1=C(N)OC2=C(C(=O)CC(C)(C)C2)[C@]12C(=O)N(C)c1ccccc12	-1%	-0.7	-1	-25%	5%	2	-1%	2%	-4%
O=S1(=O)N(Cc2ccccc2)CCCN1Cc1cccc(Cl)c1	-32%	0.8	.	8%	1%	-10	-4%	-1%	-3%
CN1C(=O)C(Cc2ccsc2)C(=O)N(C)C1=O	423%[activator]	-0.3	0	-53%	1%	4	-3%	-8%	-1%
O=c1c2ccccc2nc(/C=C/c2ccccn2)n1-c1ccccc1	-35%	-0.6	-1	8%	-3%	-4	-13%	-17%	-3%
CCn1c(C)cc(/C=C2\C(=O)NC(=O)N(c3ccccc3C)C2=O)c1C	-15%	-0.1	-9	4%	0%	-2	0%	3%	0%
Cc1ccc(OCC(=O)N2CCN(Cc3ccc([N+](=O)[O-])cc3)CC2)cc1	-30%	0.9	15	31%[11.4 µM]	2%	-25	1%	3%	-1%
Cc1nc2c(-c3ccccc3)c(C)nn2c(C)c1CCC(=O)N1CCC2(CC1)OCCO2	0%	0.8	6	25%	-3%	-3	1%	0%	-2%
COc1ccc(N=C(C)c2c(O)[nH]c(=O)[nH]c2=O)cc1	7%	0.9	27	-2%	-9%	1	-2%	6%	-3%
COc1ccc(O)c(CN2CCCC(C(=O)c3ccccc3SC)C2)c1 (stereo not drawn)	?	-2.0	-36	3%	3%	2	2%	9%	-6%

Assay outcomes (PubChem)

Only part of the results is shown, so the mix of outcomes need not match the whole.
